# Assay outcomes from PubChem BioAssay.
# TDP1 cell CPT – qHTS for Inhibitors of human tyrosyl-DNA phosphodiesterase 1 (TDP1): qHTS in cells in presence of CPT. chicken DT40 Tdp1-/-;hTDP1 cells + 20 nM CPT, ATP luminescence, 48 h. 420,000 tested, 12% active. Potency, µM (titrated, usually from 46.2 µM), for the others: at the highest dose activity change, negative = growth inhibition, most hits filed as inhibitors; further: nearly all actives have a fitted effect of over 55% in size
#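 Chicken DT40 Tdp1-/- cells stably complemented with human TDP1 were seeded at 400 cells/well in medium containing 20 nM camptothecin, exposed to pin-transferred compounds, and grown at 37 °C for at least 48 hr. Viability was read as ATP luminescence.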
# TDP1 cell noCPT – qHTS for Inhibitors of human tyrosyl-DNA phosphodiesterase 1 (TDP1): qHTS in cells in absence of CPT; DT40 Tdp1-/- hTDP1 cells, no CPT, ATP luminescence, 48 h; Potency, µM (series often up to 46.2 µM), inactives show top-dose activity change, negative = growth inhibition, actives largely listed as inhibitors; 420,000 tested, 15% active; AID 686978, 2013; further: nearly all actives have a fitted effect of over 55% in size
#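 Cells were dispensed at 400 per well, compounds added by pin tool, plates incubated ≥48 hr at 37 °C, then CellTiter-Glo added for 30 min at room temperature before luminescence reading. Line: DT40 Tdp1-/- complemented with hTDP1; camptothecin omitted.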
# GCN5L2 inh – qHTS Assay for Inhibitors of GCN5L2; 390,000 tested, 0.21% active; GCN5L2 HAT assay, ThioGlo1 CoA-SH fluorescence; AID 504327, 2011; Potency, µM (doses to about 58.9 µM), without a hit: at the top dose activity change, negative = inhibition, most hits filed as inhibitors
# Target sequence (Q92830 whole entry, looked up): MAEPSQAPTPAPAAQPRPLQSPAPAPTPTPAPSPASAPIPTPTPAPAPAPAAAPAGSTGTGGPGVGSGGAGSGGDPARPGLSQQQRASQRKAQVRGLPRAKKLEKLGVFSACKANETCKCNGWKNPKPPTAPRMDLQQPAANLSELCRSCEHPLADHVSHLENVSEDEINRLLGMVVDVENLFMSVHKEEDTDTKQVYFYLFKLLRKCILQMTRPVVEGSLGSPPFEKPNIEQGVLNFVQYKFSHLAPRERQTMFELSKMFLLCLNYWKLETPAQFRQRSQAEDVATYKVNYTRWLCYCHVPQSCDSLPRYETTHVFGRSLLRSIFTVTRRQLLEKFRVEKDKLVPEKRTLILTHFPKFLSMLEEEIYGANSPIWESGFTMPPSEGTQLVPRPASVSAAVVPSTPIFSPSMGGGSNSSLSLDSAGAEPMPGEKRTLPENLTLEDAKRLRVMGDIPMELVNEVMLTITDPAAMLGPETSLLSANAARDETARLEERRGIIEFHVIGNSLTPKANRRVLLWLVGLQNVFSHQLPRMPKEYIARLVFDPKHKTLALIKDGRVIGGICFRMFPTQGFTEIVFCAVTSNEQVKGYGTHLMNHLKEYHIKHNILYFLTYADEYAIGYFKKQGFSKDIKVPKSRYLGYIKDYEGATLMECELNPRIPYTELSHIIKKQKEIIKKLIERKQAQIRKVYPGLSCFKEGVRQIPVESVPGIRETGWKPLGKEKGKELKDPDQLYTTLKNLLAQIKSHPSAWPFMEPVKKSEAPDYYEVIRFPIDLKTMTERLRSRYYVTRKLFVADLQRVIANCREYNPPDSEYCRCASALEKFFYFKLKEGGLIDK
#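 ThioGlo1-coupled HAT assay: 20nM GCN5L2, 70uM acetyl-CoA, 75uM H3(1-25) peptide, pH 7.5. Fluorescence read at 340/540nm at start and after 20 min at room temperature.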
# The depositor's hits bear a star; ? = inconclusive; nt = not tested or not shown; & = joins results of further samples; ! = repeats disagree. The call rests on the fitted dose curve; in most records, active means well fitted curve in the direction sought with a large enough effect; inconclusive means small, poorly fitted or top-dose-only effect, or another doubt; inactive means no such curve, though single readings can be large; an effect the other way counts as inactive or inconclusive. On the % scale 0 is the no-effect control and ±100 the full control effect; potency means the concentration at half of the fitted maximal effect.
SMILES,TDP1 cell CPT,TDP1 cell noCPT,GCN5L2 inh
CC1=C(C(=O)N(C)C)CC(CC(=O)NCCN2CCOCC2)C(=O)N1Cc1ccccc1 (centres undefined),1%,8%,nt
Cc1cc(Br)c(NC(=O)CN2C(=O)NC3(CCOc4ccccc43)C2=O)c(Br)c1 (centres undefined),?,?,nt
Cc1[nH]n(-c2ccccc2)c(=O)c1N=Nc1c(O)cc(S(=O)(=O)N(C)C)c2ccccc12,6.5µM*,6.5µM*,?
O=C(c1ccc(-c2ccccc2)cc1)N1CCC2CC1c1cc(-c3ccc4c(c3)OCO4)ccc12 (centres undefined),?,?,nt
CCOC(=O)c1cc(C)n(Cc2ccc(OCC)c(OC)c2)c1C,11µM*,?,-7%
COc1cc(NC(=S)N2CCCC(CO)C2)cc(OC)c1 (centres undefined),1%,-2%,3%
Cc1ccc(N2CC(C(=O)NCCS(=O)(=O)N3CCN(c4ccccc4F)CC3)CC2=O)cc1 (centres undefined),15µM*!,?,-4%&-2%
Nc1nc(SCC(=O)Nc2cc(C(F)(F)F)ccc2N2CCOCC2)n[nH]1,5%,-2%,3%
CCN(CC)C(=O)C(C)OC(=O)COc1ccc(Cl)cc1C (centres undefined),1%,2%,-1%
Cc1c(C(=O)NCCSCc2c(F)cccc2Cl)cnn1-c1ccc(Cl)cc1,?,?,-10%
COc1ccc(/C=C/c2cnc3ccccc3n2)cc1OC,?,20µM*,nt
CCOC(=O)c1ccc(N2C(=O)C3C(C2=O)C(C(=O)c2ccc(Cl)cc2)N2CCCC32)cc1 (centres undefined),15µM*,21µM*,?
CCCCCC(O)(CCN1CCCCC1)c1ccc(OCC)cc1 (centres undefined),?,?,-1%
CCOc1ccc(CCNC(=O)COC(=O)c2cccc(N(C)C)c2)cc1OCC,-47%,?,0%
COc1ccccc1N1CCN(Cc2nc(-c3cc(OC)c(OC)c(OC)c3)no2)CC1,23µM*,18µM*,-7%
COc1cc(C(=O)Nc2sc(C)c(C)c2C(=O)O)cc(OC)c1OC,5%,?,-18%
CN(C)/C=N/c1sc2c(c1C#N)CCC2,-20%,0%,-5%
CCCCN(CC)CCNC(=O)c1cc2c(=O)n(C)c3ccccc3c2s1,?,23µM*,-2%
FC(F)(F)c1cc(CCN2CCNC[C@@H]2c2ccccc2)cc(C(F)(F)F)c1,16µM*,?,0%
COc1ccc(Cl)c2sc(NC(=O)c3ccc(S(=O)(=O)N4CCCC4)cc3)nc12,-22%,?,-8%
Oc1ccccc1C=NCC(O)c1ccccc1 (centres undefined),-4%,-1%,3%
O=C(COC(=O)c1ccccc1Cl)Nc1cccc(S(=O)(=O)N2CCCCC2)c1,-23%,?,nt
CCOc1ccc(C(=O)Nc2ccc(S(=O)(=O)N3CCOCC3)cc2)cc1OCC,?,?,-12%
COc1ccc(/C=C2\Oc3cc(OCC(N)=O)ccc3C2=O)cc1OC,?,?,-10%
Cc1ccc(S(=O)(=O)Oc2ccc(/C=N/NC(=O)c3c(Cl)cnn3C)cc2)cc1,-25%,?,-7%
# Remaining list, next part:
SMILES,TDP1 cell CPT,TDP1 cell noCPT,GCN5L2 inh
CCOC(=O)C1CCN(C(=O)CCCn2c(=O)c3cccn3c3cccnc32)CC1,-2%,-4%,-1%
CCC(=O)N[C@@H]1Cc2ccccc2[C@@H](c2ccccc2)C1,?,?,-15%
CC(NC(=O)C1CCN(S(=O)(=O)c2cccs2)CC1)c1cccc(Cl)c1 (centres undefined),-22%,3%,-3%
O=C(CCCCCN1C(=O)[C@@H]2Cc3ccccc3CN2C1=O)N[C@@H](Cc1ccc(O)cc1)C(=O)O,-11%,1%,2%
COc1ccc(NC(=O)CN(C)C(=O)CN2C(=O)NC3(CCCC3)C2=O)cc1,-19%,?,-21%
COc1ccc(-n2c3c(cc(-c4nc(-c5ccc(Cl)cc5)cs4)c2=O)C(=O)CC(C)(C)C3)cc1,13%,-11%,3%
CNc1ccc(/C=C(\C#N)C(=O)Nc2ccccn2)cc1[N+](=O)[O-],-1%,-15%,-4%
O=c1c2c(n3nnnc3n1Cc1ccccc1)-c1ccccc1CC21CCCC1,-29%,?,2%
CC(C)C[C@@H]1NC(=O)N(CCCn2ccnc2)C1=O,14%,10%,1%
COC(=O)[C@H](CC(C)C)NS(=O)(=O)c1ccccc1,-7%,-2%,-11%
COc1cc([C@H]2[C@@H]3CCCC[C@]3(O)CCN2Cc2ccccc2F)ccc1O,-9%,-17%,1%
OCC[C@H]1C[C@@H](O)[C@H](O)[C@]2(Cc3ccccc3CCO2)O1,-11%,0%,-10%
CCCOc1ncnc2c1[nH]c1ccccc12,23µM*,21µM*,0%
O=C1NC(c2ccccc2)=C(c2ccccc2)C1=O,-12%,-5%,-1%
Cc1ccc(NC(=O)O/N=C/c2ccc(Br)cc2)cc1,-21%,-8%,-1%
COC(=O)N1CCC2(CC1)CN(c1ccccc1)C2,-11%,-19%,0%
COc1ccc(N2CCN(C(=O)CCCSc3nc4ccccc4[nH]3)CC2)cc1,?,?,0%
Cc1ccc([C@@H]2CC=C(C(=O)O)[C@H](c3ccc(F)cc3)N2S(=O)(=O)c2ccccc2C)cc1,8%,-23%,-9%
C=CCn1c(NC(=O)CC)c(C(=O)OCC)sc1=S,-18%,-14%,-4%
O=C1NC(Cc2ccccc2)c2nc3cc(F)c(F)cc3c(=O)n2-c2cc3ccccc3cc21 (centres undefined),23µM*,18µM*,nt
CC(C)c1ccc(N(CC(=O)NCCc2ccccc2)C(=O)c2csnn2)cc1,-4%,?,-1%
CS(=O)(=O)N1Cc2ccccc2CC1C(=O)Nc1ccccc1C(N)=O (centres undefined),23µM*,-23%,-21%
CCOC(=O)C(Cc1ccc(NC(=O)/C(=C/c2ccc(OC(C)=O)cc2)NC(C)=O)cc1)N1C(=O)c2ccccc2C1=O (centres undefined),?,?,-6%
O=C(NCCc1ccccc1)c1ccccc1F,22%,-3%,-1%
CCOc1cc(-c2ccc(OC(=O)c3ccccc3)c(OC)c2)cc(=O)c2c(C)oc(C)c12,6.5µM*,5.8µM*,-6%
# Further results.
SMILES,TDP1 cell CPT,TDP1 cell noCPT,GCN5L2 inh
O=C1CS/C(=N\N=C\c2ccco2)N1c1ccccc1,-6%,?,-16%
CCCn1cc(SCC(=O)NC2CCCC2)c2ccccc21,?,?,-3%
CCN(CC)CC(O)COC(c1ccccc1)c1ccccc1 (centres undefined),-29%,14%,-2%
CN(C(=O)CSc1nnc(-c2ccco2)n1N)C1CCCCC1,-17%,-4%,0%
COc1ccccc1C(=O)NCCC(=O)NCC(c1ccco1)N1CCCC1 (centres undefined),1%,0%,-4%
CCC(Cc1ccccc1)NS(=O)(=O)c1ccc2c(c1)NC(=O)CO2 (centres undefined),?,-22%,-23%
Cc1ccc(C(=O)Nc2ccc(N3CCOCC3)cc2)cc1S(=O)(=O)N1CCCCC1,?,?,-3%
COc1ccc(C(=O)Nc2nnc(SCC(=O)NC3CC3)s2)cc1,1%,9%,-3%
CCc1cccc2c(C(=O)COC(=O)c3ccccc3)c[nH]c12,-24%,-26%,-1%
CC(=O)N1CCN(S(=O)(=O)c2cccc(C(=O)NC3CCCC(C)C3C)c2)CC1 (centres undefined),-26%,?,nt
Cc1cccc(C)c1Nc1ncnc(N)c1[N+](=O)[O-],0%,-15%,-8%
COc1ccc(CC2(CO)CCN(Cc3cnn(C)c3)CC2)cc1,-2%,-2%,0%
COc1cccc2[nH]c(C(=O)NCc3ccccc3)cc12,-6%,-22%,1%
CCN(CC)c1nc2ccccc2c(N)c1-c1ccccc1,13µM*,21µM*,0%
OCC1(CO)CC2(C1)CC(CO)(CO)C2,18%,2%,nt
CCOC(=O)Cc1csc(NC(=O)CN2CCN(CC)CC2)n1,29%,-10%,-5%
COc1cc(/C=C/C(=O)N2CCCC2)cc(OC)c1OC,9%,3%,-7%
Cn1cnc(S(=O)(=O)N2CCc3ccccc32)c1,13%,-4%,?
CCOC(=O)CSc1ccc2ccccc2n1,-8%,-14%,-2%
CCOC(=O)c1ccc(-c2cccc(C(F)(F)F)c2)nc1C,-8%,3%,2%
CC(=O)c1cccc(N2C(=O)CC(N3CCN(S(=O)(=O)c4ccc(Cl)cc4)CC3)C2=O)c1 (centres undefined),0%,-1%,-1%
CN(Cc1ccco1)C(=O)c1cc2c(s1)-c1ccc(Cl)cc1S(=O)(=O)C2,?,?,-8%
Cc1cc(Cl)ccc1NC(=O)c1ccc2c(c1)CCN2S(C)(=O)=O,-19%,?,-10%
COc1ccc(C(=O)NC2=C(C#N)CCC2)cc1OC,-22%,-2%,-28%
O=C(c1ccco1)N(CC1CCCO1)c1nc(-c2ccccc2)cs1 (centres undefined),?,23µM*,-5%
CC(=Nc1cccc(O)c1)c1sc2ccccc2c1O,-10%,-11%,-2%

# 20 entries already listed, arranged by molar mass, largest number first:
SMILES,TDP1 cell CPT,TDP1 cell noCPT,GCN5L2 inh
CC(=O)c1cccc(N2C(=O)CC(N3CCN(S(=O)(=O)c4ccc(Cl)cc4)CC3)C2=O)c1 (centres undefined),0%,-1%,-1%
Cc1ccc(C(=O)Nc2ccc(N3CCOCC3)cc2)cc1S(=O)(=O)N1CCCCC1,?,?,-3%
CC(=O)N1CCN(S(=O)(=O)c2cccc(C(=O)NC3CCCC(C)C3C)c2)CC1 (centres undefined),-26%,?,nt
COc1ccccc1C(=O)NCCC(=O)NCC(c1ccco1)N1CCCC1 (centres undefined),1%,0%,-4%
COc1ccc(C(=O)Nc2nnc(SCC(=O)NC3CC3)s2)cc1,1%,9%,-3%
CCC(Cc1ccccc1)NS(=O)(=O)c1ccc2c(c1)NC(=O)CO2 (centres undefined),?,-22%,-23%
O=C(c1ccco1)N(CC1CCCO1)c1nc(-c2ccccc2)cs1 (centres undefined),?,23µM*,-5%
CCOC(=O)Cc1csc(NC(=O)CN2CCN(CC)CC2)n1,29%,-10%,-5%
COc1ccc(CC2(CO)CCN(Cc3cnn(C)c3)CC2)cc1,-2%,-2%,0%
CCN(CC)CC(O)COC(c1ccccc1)c1ccccc1 (centres undefined),-29%,14%,-2%
CCOC(=O)c1ccc(-c2cccc(C(F)(F)F)c2)nc1C,-8%,3%,2%
CCc1cccc2c(C(=O)COC(=O)c3ccccc3)c[nH]c12,-24%,-26%,-1%
COc1cc(/C=C/C(=O)N2CCCC2)cc(OC)c1OC,9%,3%,-7%
O=C1CS/C(=N\N=C\c2ccco2)N1c1ccccc1,-6%,?,-16%
CC(=Nc1cccc(O)c1)c1sc2ccccc2c1O,-10%,-11%,-2%
COc1cccc2[nH]c(C(=O)NCc3ccccc3)cc12,-6%,-22%,1%
Cn1cnc(S(=O)(=O)N2CCc3ccccc32)c1,13%,-4%,?
Cc1cccc(C)c1Nc1ncnc(N)c1[N+](=O)[O-],0%,-15%,-8%
CCOC(=O)CSc1ccc2ccccc2n1,-8%,-14%,-2%
OCC1(CO)CC2(C1)CC(CO)(CO)C2,18%,2%,nt

# Whole records, quoted from the list. Screens in order: TDP1 cell CPT | TDP1 cell noCPT | GCN5L2 inh
# Record of `CN(C(=O)CSc1nnc(-c2ccco2)n1N)C1CCCCC1` = -17% | -4% | 0%
# Record of `CC(=O)c1cccc(N2C(=O)CC(N3CCN(S(=O)(=O)c4ccc(Cl)cc4)CC3)C2=O)c1` (centres undefined) = 0% | -1% | -1%

# An excerpt; the hit share may differ from the screen's.
